High-throughput results: PubChem, National Center for Advancing Translational Sciences (NCATS)
rTrxR1 inhibitor: qHTS Assay for Inhibitors of Mammalian Selenoprotein Thioredoxin Reductase 1 (TrxR1): qHTS | Thioredoxin reductase 1, cytoplasmic (Rattus norvegicus), O89049 | recombinant rTrxR1, NADPH fluorescence consumption, selenite substrate | Potency, µM (doses to about 114 µM), without a hit: at the top dose activity change, negative = inhibition, usual class: inhibitors | hit rate 1% among 390,000 | AID 588453, 2011; further: on the % scale 0 is the no-effect control and ±100 the full control effect; nearly all actives have a fitted effect of over 65% in size
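Rat TrxR1 (90 nM in the dispensed reagent) was pre-reduced with 400 uM NADPH for 5 min at room temperature, then incubated with compound for 15 min. After 400 uM selenite was added, NADPH fluorescence (Ex 340/Em 450 nm) was followed for 8 min.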
JMJD2A Tudor inh: qHTS Assay for Inhibitors of JMJD2A-Tudor Domain | AID 504339, 2011 | hit rate 4.4% among 390,000 | AlphaScreen JMJD2A-Tudor / H3K4me3 peptide binding | Potency, µM (titrated, usually from 114 µM), for inactives: at the highest dose activity change, negative = inhibition, usual class: inhibitors; further: on the % scale 0 is the no-effect control and ±100 the full control effect; nearly all actives have a fitted effect of over 50% in size
12-LOX inh: Primary qHTS assay for inhibitors of human arachidonate 12S-lipoxygenase (ALOX12): Round 2; Polyunsaturated fatty acid lipoxygenase ALOX12 (Homo sapiens), P18054; purified 12hLO, xylenol orange hydroperoxide absorbance; Potency, µM (series often up to 108 µM), without a hit: at the top dose activity change, negative = inhibition, hits mostly inhibitors; hit rate 1.1% among 580,000; AID 1671190, 2021; further: on the % scale 0 is the no-effect control and ±100 the full control effect
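Purified human 12hLO at 150 nM in 25 mM Hepes, 0.01% Triton X-100, pH 7.0, preincubated 15 min at room temperature with compound. Reaction started with 40 uM arachidonic acid, 30 min at room temperature. Hydroperoxide measured by Fe-xylenol orange, 573/405 nm absorbance ratio.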
HP1b binding inh: HTS for Inhibitors of HP1-beta Chromodomain Interactions with Methylated Histone Tails. AlphaScreen HP1-beta / biotin-H3K9me3 peptide binding. Potency, µM (top dose mostly 114 µM), for inactives: at the highest dose activity change, negative = inhibition, usual class: inhibitors. hit rate 0.56% among 390,000. AID 540317, 2011; further: nearly all actives have a fitted effect of over 70% in size; inactives centre near 23
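AlphaScreen: HP1-beta (50 nM) preformed 30 min with biotin-H3(1-18)K9me3 peptide (50 nM) in PBS pH 7.4, 0.01% Tween-20. Compound added for 30 min at RT, then streptavidin donor/nickel chelate acceptor beads (10 ug/mL) for 30 min.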
Pin1 inhibitor: qHTS Assay to Find Inhibitors of Pin1; Pin1 FP peptide displacement, HiFluor488, 10 min; Peptidyl-prolyl cis-trans isomerase NIMA-interacting 1 (Homo sapiens), Q13526; hit rate 0.009% among 390,000; AID 504891, 2011; Potency, µM (titrated, usually from 115 µM), without a hit: top-dose activity, negative = inhibition, actives largely listed as inhibitors; active means well fitted inhibition curve with a large enough effect in the polarisation, with a control signal flat, not every such curve was filed as active; inconclusive means small, poorly fitted or top-dose-only effect, or effect the other way, or a change in a side signal; inactive means no such curve, though single readings can be large or run the other way; the % refers to the polarisation; further: on the % scale 0 is the no-effect control and ±100 the full control effect
Target sequence (Q13526 whole entry, looked up): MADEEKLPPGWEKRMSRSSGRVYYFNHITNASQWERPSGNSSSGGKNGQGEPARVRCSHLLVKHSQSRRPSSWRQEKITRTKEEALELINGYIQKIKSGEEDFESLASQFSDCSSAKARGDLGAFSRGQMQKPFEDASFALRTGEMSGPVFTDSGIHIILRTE
Tb PGK inh: qHTS Assay to Find Inhibitors of Phosphoglycerate Kinase; PGK/GAPDH coupled, Kinase-Glo luminescence, 60 min; Potency, µM (titrated, usually from 57.5 µM), without a hit: at the highest dose activity change, negative = inhibition, actives largely listed as inhibitors; hit rate 0.043% among 380,000; further: on the % scale 0 is the no-effect control and ±100 the full control effect; nearly all actives have a fitted effect of over 60% in size
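Luminescent ATP detection (Kinase-Glo Plus) follows a 60-minute room-temperature incubation, with wells lacking PGK as controls. Buffer: 100 mM TEA (pH 7.6), 5 mM MgCl2, 0.01% Tween-20. Coupling enzyme GAPDH (100 nM final) supplies unstable 1,3-BPG in-well.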
GLS inhibitor: qHTS for Inhibitors of Glutaminase (GLS); Potency, µM (highest dose often 45.5 µM), for inactives: at the top dose activity change, negative = inhibition, usual class: inhibitors; AID 624170, 2012; GLS enzymatic activity, qHTS titration; hit rate 0.21% among 410,000; Glutaminase kidney isoform, mitochondrial (Homo sapiens), O94925; further: on the % scale 0 is the no-effect control and ±100 the full control effect
Target sequence (O94925 whole entry, looked up, canonical isoform): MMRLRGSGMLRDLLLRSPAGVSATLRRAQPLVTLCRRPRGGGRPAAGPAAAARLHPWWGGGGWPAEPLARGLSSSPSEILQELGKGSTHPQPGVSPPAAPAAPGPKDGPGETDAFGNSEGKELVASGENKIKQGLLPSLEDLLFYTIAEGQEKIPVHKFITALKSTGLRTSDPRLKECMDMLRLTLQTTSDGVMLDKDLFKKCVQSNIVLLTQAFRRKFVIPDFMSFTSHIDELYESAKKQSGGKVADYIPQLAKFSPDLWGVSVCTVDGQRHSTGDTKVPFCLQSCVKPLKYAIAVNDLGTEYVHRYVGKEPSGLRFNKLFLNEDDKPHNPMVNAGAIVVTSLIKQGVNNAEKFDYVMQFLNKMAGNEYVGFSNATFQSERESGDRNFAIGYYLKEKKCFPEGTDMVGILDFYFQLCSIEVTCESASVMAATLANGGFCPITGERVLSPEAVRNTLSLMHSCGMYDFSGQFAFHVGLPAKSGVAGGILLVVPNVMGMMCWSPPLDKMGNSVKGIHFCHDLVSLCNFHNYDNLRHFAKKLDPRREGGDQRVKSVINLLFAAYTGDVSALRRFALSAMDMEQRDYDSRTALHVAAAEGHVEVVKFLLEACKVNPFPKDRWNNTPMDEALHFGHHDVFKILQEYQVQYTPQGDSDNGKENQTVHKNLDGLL
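Enzyme dispensed in phosphate buffer (45 mM, pH 8.2, 0.02% Tween-20), compounds pinned in, then 1 mM L-glutamine solution and the glutamate oxidase–HRP–Amplex Red mix added; fluorescence read immediately and again after 30 min at room temperature.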
ERG-DNA inh: qHTS for Small Molecule Inhibitors of the ERG Ets/DNA interaction; Transcriptional regulator ERG (Homo sapiens), P11308; fluorescence polarization, His-ERG Ets domain / labelled DNA; Potency, µM (highest dose often 76.9 µM), inactives show at the highest dose FP activity, negative = inhibition, usual class: inhibitors; hit rate 0.028% among 370,000; AID 624246, 2012; active means well fitted inhibition curve with a large enough effect in the polarisation, with a control signal flat; inconclusive means small, poorly fitted or top-dose-only effect, or effect the other way, or a change in a side signal; inactive means no such curve, though single readings can be large or run the other way; the % refers to the polarisation;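 further: polarization taken with two DNA probes labelled with fluorescein and Texas red; % of control where 0% means no effect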
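His-tagged ERG Ets domain (1 uM in the protein solution; 300mM KCl, 50mM Tris-HCl, 1mM EDTA, 1mM DTT, pH 7.5) received compound, then a probe mix of 5 nM fluorescein-DNA and 100nM Texas-615-DNA. Fluorescence polarization was read for both dyes.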
RGS4 inhibitor: Inhibitors of Regulator of G Protein Signaling (RGS) 4: qHTS; Regulator of G-protein signaling 4 (Homo sapiens), P49798; Transcreener GDP fluorescence polarization, RGS4-accelerated GTP hydrolysis; Potency, µM (highest dose often 114 µM), inactives show at the top dose activity change, negative = inhibition, usual class: inhibitors; hit rate 0.039% among 390,000; further: on the % scale 0 is the no-effect control and ±100 the full control effect; nearly all actives have a fitted effect of over 75% in size; some results filed as inactive show a strong effect at the top dose
Target sequence (P49798 whole entry, looked up): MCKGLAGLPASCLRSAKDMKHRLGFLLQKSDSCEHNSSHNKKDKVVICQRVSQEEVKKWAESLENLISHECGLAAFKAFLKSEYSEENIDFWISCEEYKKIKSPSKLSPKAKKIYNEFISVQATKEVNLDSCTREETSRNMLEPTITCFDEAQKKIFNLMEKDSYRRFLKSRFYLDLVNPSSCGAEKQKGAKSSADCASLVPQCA
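MLSMR compounds (23 nl, pin-transferred) preincubated 10 min at room temperature with a 500nM (2x) first reagent, then RGS4 at 900nM (2x) plus Transcreener GDP mix added; fluorescence polarization (620/688 nm) read before and after 90 min at 30 °C.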
* marks the source's active call; other numbers are inactive results; i = inactive; ? = inconclusive; / = not tested or not shown; & = joins results of further samples; [ ] = another dose, or the depositor's remark. Unless noted, the call rests on the fitted dose curve; in most records, active means well fitted curve in the direction sought with a large enough effect; inconclusive means small, poorly fitted or top-dose-only effect, or another doubt; inactive means no such curve, though single readings can be large; an effect the other way counts as inactive or inconclusive. Potency means the concentration at half of the fitted maximal effect. The list is partial; rates above refer to the full screens.

rTrxR1 inhibitor	JMJD2A Tudor inh	12-LOX inh	smiles	HP1b binding inh	Pin1 inhibitor	Tb PGK inh	GLS inhibitor	ERG-DNA inh	RGS4 inhibitor
9%	-21%	-21%	Cc1ccc(N2C(=O)N(CC(=O)Nc3cccc(C)c3C)C(=O)C2C)cc1 (centres undefined)	4%	6%	-2%	6%	1%	-9%
28%[57.1 µM]	-14%	?	CC(C)(C)c1ccc(CN(Cc2ccccc2)C(c2ccccn2)c2nnnn2C(C)(C)C)cc1 (centres undefined)	45%	2%	-4%	-20%	-13%	-13%
18%	4%	13%	O=C(Nc1cccc(Cl)c1)Nn1cnnc1	74%[activator]	-14%	i	-2%	-13%	-10%
2%[57.1 µM]	10%[57.1 µM]	-17%	CCOC(=O)c1cccc(NC(=O)CSc2nnc(C3CCCCC3)n2CC)c1	14%	-2%	-2%	4%	-8%	10%[11.4 µM]
6%	-1%	?	COc1cc(C2C3=C(CC(C)(C)CC3=O)N(C)C3=C2C(=O)CC(C)(C)C3)ccc1O	19%	-12%	3%	22%	3%	23%
20%	7%	1%	CC12CN(Cc3ccccc3)CC(C)(CN(Cc3ccccc3)C1)C2=O	41%[activator]	3%	-6%	-1%	15%	0%
10%	-8%	2%	Cc1ccc(S(=O)CCNC(=O)Cc2ccc(Cl)cc2)cc1 (centres undefined)	27%	0%	-3%	-13%	7%	25%
9%	-23%	-19%	CCOc1ccc(C2CC(=O)n3nc(C45CC6CC(CC(C6)C4)C5)nc3S2)cc1OC (centres undefined)	-12%	-3%	0%	10%	3%	-21%
16%[57.1 µM]	-4%	-29%	O=C(COC(=O)C1CC1)NCCc1ccc(Cl)cc1	40%[activator]	-4%	0%	2%	12%	6%
3%	10%	-14%	O=C(c1cc(C(=O)N2CCOCC2)c2nc3ccccc3n2c1)c1ccccc1O	25%	1%	-8%	4%	-10%	-30%
8%	-11%	-1%	O=C(O)c1cc(S(=O)(=O)NC(Cc2c[nH]c3ccccc23)C(=O)O)ccc1Cl (centres undefined)	39%	-3%	/	-20%	-11%	-14%
15%[57.1 µM]	50µM*	0%	O=C(Nc1cccc(C(F)(F)F)c1)c1scc2c1OCCO2	3%	2%	-5%	1%	-6%	?
0%[57.1 µM]	-9%	-5%	Cc1nn2c(-c3ccncc3)ccnc2c1Cl	20%	-10%	-5%	6%	-5%	-40%
-14%	-3%	-4%	CCOC(=O)CN(C(=O)CNC(=O)c1ccco1)C(C(=O)NC1CCCCC1)c1cccs1 (centres undefined)	13%	21%	10%	-1%	0%	-13%
41%[activator][57.1 µM]	7%	2%	CC1(C)Cc2nc(N3CCCC3)c(C#N)cc2CO1	49%[activator]	-10%	-3%	-18%	-4%	24%
?	-16%	?	O=C(c1ccc(-c2ccccc2Cl)o1)N1CCN(S(=O)(=O)c2cccs2)CC1	-3%	27%	-6%	13%	12%	6%
2%	-24%	-3%	O=C(COc1cccc2cccnc12)NCc1cccs1	28%	?	1%	-6%	8%	-1%
2%	-9%	-8%	CC(OC(=O)c1nsc(Cl)c1Cl)C(=O)NC1CCCCC1 (centres undefined)	2%	-7%	-5%	2%	-3%	3%
-8%	?	-4%	COc1ccc(-c2[nH]c(-c3ccc(C)cc3)nc2SCC(=O)Nc2nccs2)cc1	?	2%	-7%	-5%	-12%	-12%
11%	-6%	6%	O=C(Cc1ccccc1)NCC(=O)N/N=C/c1cccs1	15%	-10%	-6%	9%	-6%	26%
13%[57.1 µM]	-9%	/	CC(=O)OCC(NC(=O)C1CCCN1C(=O)OC(C)(C)C)C1OC(n2ccc(=O)[nH]c2=O)C(OC(C)=O)C1OC(C)=O (centres undefined)	6%	4%	/	/	/	6%
6%[57.1 µM]	2%[57.1 µM]	4%	CC(=O)c1ccc(Oc2ncnc3sccc23)cc1	59%[activator]	4%	-9%	-1%	-3%	0%
19%[57.1 µM]	-8%[57.1 µM]	7%	O=C(COc1ccc(S(=O)(=O)N2CCOCC2)cc1)N1CCCCCC1	27%	-1%	-4%	2%	13%	25%
49%[activator][57.1 µM]	6%	-14%	O=C(NCC1CCCO1)c1nn2c(C(F)(F)F)cc(-c3cccs3)nc2c1Cl (centres undefined)	-5%	1%	-7%	-5%	3%	5%
27%	-5%	26%	Cc1ccc(S(=O)(=O)N2CCN(Cc3cc(=O)n4ccccc4n3)CC2)cc1C	19%	-17%	-6%	-2%	-6%	8%
-1%[57.1 µM]	-2%	-13%	O=C(Nc1cccnc1)C1CC(=O)N(c2ccc(F)cc2)C1 (centres undefined)	-20%	-6%	0%	-15%	4%	-11%
-3%[57.1 µM]	-6%	6%	CCO[C@H]1OC(C(=O)N2CCOCC2)=C[C@@H](c2cn(C(C)=O)c3ccccc23)[C@@H]1CCCO	-9%	0%	-4%	2%	-3%	-16%
-10%	?	?	O=c1oc2ccccc2cc1-c1csc(Nc2ccc(O)cc2)n1	-9%	3%	-1%	2.8µM*	-6%	-26%
5%[57.1 µM]	5%	1%	COc1cccc(CSc2nnc(CSc3nc4nc(C)cc(C)n4n3)s2)c1	31%	3%	-9%	-8%	7%	-18%
19%	-9%	3%	COc1ccc(N2CCN(S(=O)(=O)c3ccc(C(=O)NCc4ccco4)cc3)CC2)cc1	23%	-8%	-8%	4%	/	-1%

Profiles as entered above. Values in the order: rTrxR1 inhibitor, JMJD2A Tudor inh, 12-LOX inh, HP1b binding inh, Pin1 inhibitor, Tb PGK inh, GLS inhibitor, ERG-DNA inh, RGS4 inhibitor
`O=C(COc1ccc(S(=O)(=O)N2CCOCC2)cc1)N1CCCCCC1` reads 19%[57.1 µM], -8%[57.1 µM], 7%, 27%, -1%, -4%, 2%, 13%, 25%
`O=C(COc1cccc2cccnc12)NCc1cccs1` reads 2%, -24%, -3%, 28%, ?, 1%, -6%, 8%, -1%

Continued.
rTrxR1 inhibitor	JMJD2A Tudor inh	12-LOX inh	smiles	HP1b binding inh	Pin1 inhibitor	Tb PGK inh	GLS inhibitor	ERG-DNA inh	RGS4 inhibitor
22%	1%	-21%	CCc1ccc(N2CC(C(=O)Nc3ccc(F)cc3)CC2=O)cc1 (centres undefined)	29%	-2%	-2%	-9%	-6%	-8%
18%[57.1 µM]	-6%	-13%	CCc1cccc(C)c1NC(=O)c1cc(S(=O)(=O)N(Cc2ccc(C(=O)OC)cc2)Cc2ccc(OC)c(OC)c2)ccc1F	30%	19%	-7%	0%	-2%	-5%
4%	-13%	-20%	Cc1cc(NCCc2ccc(Cl)cc2)n2ncnc2n1	42%[activator]	3%	0%	4%	3%	15%
12%	7%	469%[activator]	CC(C)(C)c1ccc(-c2nnc(SCC(=O)c3ccc4c(c3)OCCO4)o2)cc1	28%	-1%	-4%	-3%	-8%	-19%
22%[57.1 µM]	21%	?	O=C(NCc1ccc(F)cc1)c1ccc(CSCc2cccc(Cl)c2)o1	-36%	10%	-9%	-1%	-2%	-8%
1.1µM*	-10%	?	CCOC(=O)CSc1cc(C)c(C#N)c2nc3ccccc3n12	10%	6%	-5%	0%	2%	-1%
2%	79µM*	?	O=C1CCCc2c1cc(C(=O)Nc1ccc(Br)cn1)c(=O)n2-c1ccccc1	23%	?	0%	-1%	0%	-38%
12%[57.1 µM]	-21%[11.4 µM]	-26%	Cc1ccc(-c2csc(-c3c[nH]c4ccccc34)n2)c(C)c1	19%	?	-8%	-10%	3%	0%[11.4 µM]
?	-7%	5%	Cc1nn(Cc2ccccc2)c2c1C(c1cccnc1)C(C#N)=C(N)O2 (centres undefined)	26%	-1%	0%	4%	-1%	9%
3%	-11%	-16%	CC(C)[C@H](NC(=O)[C@@H]1Cc2c([nH]c3ccccc23)C2c3ccccc3C(=O)N21)C(=O)N1CCC[C@@H]1C(=O)O (some centres undefined)	74%[activator]	-6%	i	-6%	11%	-21%
20%[57.1 µM]	2%[57.1 µM]	10%	Cc1cccn2c(=O)c3cc(C(=O)NCCCn4ccnc4)n(C)c3nc12	54%[activator]	-17%	i	-20%	-10%	-1%[11.4 µM]
23%	-15%	0%	CCOc1cc(C(=S)N2CCOCC2)ccc1OC(=O)c1cc(OC)c(OC)c(OC)c1	30%	-2%	-10%	2%	-11%	7%
9%	-27%	0%&16%	NC(N)=NN=C1c2ccccc2-c2ccccc21	17%	-8%	-3%	0%	8%	-5%[56.9 µM]
15%[57.1 µM]	-7%[11.4 µM]	?	CCn1c(SCc2ccc(Cl)cc2)nnc1-c1ccccc1	-17%	2%	-5%	0%	-8%	-3%[11.4 µM]
